PGC1a acetyl inh = inhibitors of PGC1a acetylation signal, primary screen, cell-based, U2OS, AlphaScreen, inhibitor mode; AlphaScreen anti-acetyl-lysine; with virally co-expressed GCN5 acetyltransferase; inhibition, % at 15.6 µM; actives 0.17% (n = 350,000); AID 651687, 2012;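 active means every replicate shows inhibition of at least 40%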;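 further: 0% = neutral control wells and 100% = positive control wells; some results beyond the cut were filed as inactive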
PglD DTNB = C. jejuni PglD acetyltransferase inhibitors, primary screen, biochemical, DTNB colorimetric, single point; UDP-N-acetylbacillosamine N-acetyltransferase PglD (Campylobacter jejuni); purified PglD enzyme, DTNB colorimetric CoA detection; inhibition, % at 12.5 µM; actives 0.098% (n = 360,000); in the data active means inhibition above about 16%, passing the limit was not always enough; further: strong numbers were not always called active
* = called active by the depositor.

PGC1a acetyl inh | PglD DTNB | structure
-37 | -1 | Cc1ccc(-n2c(C)cc(/C=N/NC(=O)CN(c3ccc(C)cc3C)S(C)(=O)=O)c2C)cc1
42 | 6 | Cc1ccccc1OCc1nc2ccccc2c(=O)n1/N=C/c1ccco1
0 | 1 | O=C(Cn1cnc2ccccc2c1=O)NCC(=O)N1CCN(Cc2ccc3c(c2)OCO3)CC1
4 | -2 | Cc1noc(C)c1S(=O)(=O)N1CCC(C(=O)N2CCN(Cc3ccc4c(c3)OCO4)CC2)CC1
12 | -1 | O=C(CCC1CCCC1)NCc1cccs1
-2 | -1 | O=C(OCCN1C(=O)c2ccccc2C1=O)c1cccc(OC(F)F)c1
0 | 0 | CCCNC(=O)Cn1c(=O)oc2ccccc21
-4 | 1 | CCOC(=O)C(=O)Nc1ccc(F)cc1
-22 | -3 | Nc1nc(Nc2cccc(F)c2)nc2ccccc12
-12 | -4 | Cc1noc(C)c1S(=O)(=O)Nc1ccc(C(=O)N2CCc3ccccc3C2)cc1
4 | 13 | Cc1ccc(C(=O)N2CCC(C(=O)NCc3cccnc3)CC2)cc1
-3 | 0 | Cc1ccc(C(=O)CCC(=O)Nc2cccc(C(F)(F)F)c2)cc1C
-7 | 1 | CN1CCN(c2ccc([N+](=O)[O-])cc2/C=N/NC(=O)c2ccc(F)cc2)CC1
6 | -9 | Nc1ccc(-c2cc(N)n(-c3ccccc3)n2)cc1
-5 | 4 | CCCOC(=O)c1ccc(Nc2cc(C)nc3ncnn23)cc1
-20 | 10 | CC(=O)Nc1ccc(S(=O)(=O)NCC(=O)OCC(=O)N2CCc3ccccc32)cc1
-11 | 5 | COc1ccccc1OCCCCN1CCN(c2ccccc2OC)CC1
-11 | -6 | COc1cccc(NC(=O)c2ccccc2-c2nc(-c3ccc(Cl)cc3)no2)c1
-8 | 6 | CCOC(=O)CCSc1nc(C)c2cc(C)c(C)cc2n1
-1 | 1 | CCOc1cc(/C=N/NS(=O)(=O)c2ccccc2)ccc1OS(=O)(=O)c1ccc(C)cc1
5 | -5 | CCCCOC(=O)C(C#N)c1nc2ccccc2nc1N1CCN(Cc2ccc3c(c2)OCO3)CC1 (configuration not stated)
-1 | 11 | COc1ccc(S(=O)(=O)N2CCC(C(=O)N3CCCC3)CC2)cc1
5 | -3 | CCCCC(CC)CN1C(=O)/C(=C/c2ccncc2)SC1=S (configuration not stated)
0 | 1 | O=C(C1CCCN(S(=O)(=O)c2cccc3nonc23)C1)N1CCN(c2cccc(Cl)c2)CC1 (configuration not stated)
-14 | -4 | COc1ccc2cc3cc(C(=O)N4CC(C)CC(C)C4)oc3nc2c1 (configuration not stated)
1 | 6 | Cc1c(Br)c([N+](=O)[O-])nn1C(C)C(=O)N1CCCc2ccccc21 (configuration not stated)
3 | 9 | CC(=O)c1cccc(NC(=O)C2CCN(S(=O)(=O)c3ccccc3)CC2)c1
5 | -1 | O=C(c1ccccc1)C(Cn1cncn1)C(Sc1ccccc1)c1ccccc1 (configuration not stated)
-4 | 0 | c1coc(CN=C2NC(=NCc3ccco3)c3ccccc32)c1
-10 | -2 | Cc1cccc(NC(=O)CSCc2cc(=O)n3ccsc3n2)c1C
-15 | 2 | C=CCC(CC=C)(NC(=O)c1ccccc1)c1ccccc1
-1 | -4 | O=C1C(=O)N(c2ccccn2)C(c2cccc(F)c2)/C1=C(/O)c1ccccc1 (configuration not stated)
-2 | 1 | COc1ccc(C(=O)C[n+]2ccc3c(c2)nc(-c2ccc(OC)cc2OC)n3C)cc1
9 | -2 | Cc1cnc(NC(=O)COc2cccc3c2OC(C)(C)C3)s1
1 | -4 | CCCOc1ccc2c3c(c(=O)oc2c1)CCCC3
-12 | -1 | CCOC(=O)N1CCN(S(=O)(=O)c2ccc(C)c(C)c2C)CC1
-1 | -4 | Cc1cc(NC(=O)CCC(=O)N(CC(=O)NC2CCCC2)Cc2ccccc2Cl)no1
1 | -7 | CN1C(=O)Cn2c1nc1ccccc12
-8 | -1 | Cc1ccc(S(=O)(=O)N2CCC(C(=O)NCCc3ccccc3)CC2)cc1
-7 | -1 | O=C1C(c2ccncc2)=C(O)c2ccccc21
-11 | -5 | C=CCn1c(N)c(C(=O)Nc2ccccc2OC)sc1=S
5 | 2 | O=C(CN1CCOCC1)NCCC12CC3CC(CC(C3)C1)C2
-9 | 3 | CCCCOc1ccccc1C1C(C(=O)OC)=CN(CC)C=C1C(=O)OC
4 | -6 | CS(=O)(=O)Nc1ccc(C(=O)N2CCCC2)cc1
6 | -1 | N#CC(=C1CCCC1)c1nc(-c2ccc(Cl)cc2)cs1
-2 | -6 | CCOC(=O)c1sc(NS(=O)(=O)c2ccc(NC(C)=O)cc2)nc1C
9 | -6 | O=C(NCN1C(=O)C2C3C=CC(C3)C2C1=O)Nc1ccccn1 (configuration not stated)
-5 | -2 | Cc1ccc(OCCn2c(=O)cnc3ccccc32)cc1
-6 | 3 | O=C(NCc1ccc2c(c1)OCO2)c1ccc(N2C(=O)C3CCCCC3C2=O)cc1 (configuration not stated)
-13 | 0 | O=C(CCn1c(=O)c2ccccc2n(CC(=O)NCCC2=CCCCC2)c1=O)NCc1ccco1

Next part.
PGC1a acetyl inh | PglD DTNB | structure
38 | 7 | Cc1ccccc1Cn1c(=N)n(CC(O)c2ccco2)c2ccccc21 (configuration not stated)
-17 | 4 | CCOC(=O)c1sc(-c2ccccc2)cc1NC(=O)CSc1nnnn1C
1 | -5 | COc1ccc(CC(=O)N(Cc2cc3cc(OC)ccc3[nH]c2=O)C(C)C)cc1
-12 | 0 | Cc1cc(C)c(S(=O)(=O)c2ccccc2C)c(N(C)C)n1
-14 | -1 | CCCCOC(=O)Cc1c(O)c2ccccc2[nH]c1=O
21 | 15 | O=C(Nc1ccccn1)c1ccc(C(=O)Nc2ccccn2)cc1
-15 | -6 | O=C(CN(Cc1ccco1)C(=O)CNS(=O)(=O)c1ccc(F)cc1)NCCc1ccccc1
23 | 7 | COc1ccc(C(NC(C)=O)c2ccc3cccnc3c2O)c(OC)c1 (configuration not stated)
-4 | -10 | COc1ccc(/C=C2\Oc3cc(OCC(=O)N4CCC[C@H]4C(=O)O)ccc3C2=O)cc1OC
4 | -6 | COC(=O)c1ccc(C2C(C(=O)c3cc4ccccc4o3)=C(O)C(=O)N2CCCN(C)C)cc1 (configuration not stated)
6 | 2 | O=C(O)c1ccc(NC(CSCc2ccc(F)cc2)C(=O)O)c([N+](=O)[O-])c1 (configuration not stated)
-4 | -3 | Cc1ccc(CNC(=O)c2ccccc2N)cc1
31 | 0 | O=C(c1ccc2c(=O)n(Cc3ccco3)c(=S)[nH]c2c1)N1CCN(c2ccccc2)CC1
13 | -3 | O=C1N(Cc2ccccc2)CCCC12CCCN(Cc1ccccc1)C2=O
9 | 12 | CCCC(=O)c1c[nH]c(C(=O)NCCCN2CCOCC2)c1
0 | -4 | CO/N=C(/CNC(=O)c1ccc(Cl)cc1Cl)c1ccc(Cl)cc1
34 | 2 | CNC(=O)c1ccccc1NC(=O)c1c(O)c2c([nH]c1=O)CCCC2
-4 | -4 | CCCN(CCC)c1nc2ccccc2nc1C(C#N)C(=O)OCCOC (configuration not stated)
-1 | -5 | COc1cc(NC(=O)CSc2nnnn2Cc2ccc3c(c2)OCO3)cc(OC)c1
10 | 0 | COc1ccc(-c2sc3cc4c(cc3c2-c2ccc(OCCN3CCCCC3)cc2)OCO4)cc1
14 | -6 | Cn1c(-c2cc3c(C(F)(F)F)nn(C)c3s2)n[nH]c1=S
9 | -6 | Cc1cc(NC(=O)COC(=O)COc2ccc(C(=O)c3ccccc3)cc2)no1
8 | -5 | COc1ccc(-n2c(CNC(=O)c3cc(OC)c(OC)c(OC)c3)n[nH]c2=S)cc1
7 | -6 | CN(C)CCCN1C(=O)C(O)=C(C(=O)c2cc3ccccc3o2)C1c1ccccc1 (configuration not stated)
0 | 2 | CNC(=S)N/N=C1\C(=O)c2cccc3cccc1c23
-10 | 0 | NC1C2CN(c3nc4c(cc3F)c(=O)c(C(=O)O)cn4-c3ccc(F)cc3F)CC12 (configuration not stated)
-7 | 2 | OC(CNCc1ccco1)Cn1c2ccc(Br)cc2c2cc(Br)ccc21 (configuration not stated)
-20 | 7 | CC(Sc1nnc(-c2cccs2)n1-c1ccccc1)C(=O)NCc1ccco1 (configuration not stated)
13 | 5 | CC1CN(C(=O)C(C)N2C(=O)c3ccccc3C2=O)CC(C)O1 (configuration not stated)
6 | 3 | N#Cc1cc(-c2ccccc2)cn(Cc2c(Cl)cccc2Cl)c1=O
-8 | 3 | Cn1cccc1C(=O)C(=O)Nc1cc(Cl)cc(Cl)c1
-4 | 5 | CCCc1c(O)c2ccccc2[nH]c1=O
-14 | -19 | CCSC1=C(C#N)C2(CCCC2)C(C#N)=C(N)N1
-26 | -1 | CCCP(=O)(CC(=O)O)c1ccccc1 (configuration not stated)
-9 | -11 | CC1CCC(C(C)C)C(OC(=O)CSc2nnc(N)s2)C1 (configuration not stated)
2 | -15 | CN(c1cccc(Cl)c1)S(=O)(=O)c1cccc(C(=O)NC2=NCCS2)c1
-9 | 2 | COC(=O)CCC(=O)COc1ccccc1C#N
-10 | -5 | COc1cc(C(=O)NCCOc2cc(C)cc(C)c2)c(Br)c(OC)c1OC
6 | 7 | Cc1cc(C)c(S(=O)(=O)Nc2nnc(C)s2)c(C)c1
-2 | 6 | C=CCN(c1ccc(C(=O)N2CCN(c3ccc(F)cc3)CC2)cc1)S(C)(=O)=O
-5 | -1 | CCCS(=O)(=O)N1CCCC(C(=O)NCCCN(C)c2ccccc2)C1 (configuration not stated)
-10 | 8 | CCOC(=O)c1cc2n(c1/N=C/N(C)C)-c1ccccc1C2=O
-1 | -5 | COCCNc1oc(COc2cccc(C)c2)nc1C#N
-4 | 3 | CC(C)Cc1cc(-c2ccco2)c(C#N)c(N)n1
14 | 0 | CC1SC(c2ccccc2Cl)NC1=O (configuration not stated)
2 | 2 | CCSC1=C(C#N)C(c2ccccc2Cl)CC(=O)N1 (configuration not stated)
-31 | 5 | O=C(Nc1ccccc1N1CCCCC1)c1ccc(F)cc1
0 | -1 | Cc1cccc(-c2nnc3n2N=C(c2ccccc2Br)CS3)c1
-15 | 2 | N#C/C(=C(/O)COc1cccc2ccccc12)c1nc2ccccc2[nH]1
22 | -1 | Cc1ccccc1CN1C(=O)CSc2ccc(C(=O)N3CCOCC3)cc21

The list continues:
PGC1a acetyl inh | PglD DTNB | structure
6 | 2 | Cc1nn(C)cc1CNC(=O)c1cnn2c1NC(c1ccc(Br)cc1)CC2C(F)(F)F (configuration not stated)
5 | -4 | O=C(CN(C1CCCCC1)S(=O)(=O)c1ccc(F)cc1)NCCCO
-59 | -18 | CCN=C(N/N=C/c1ccc([N+](=O)[O-])cc1)SC
-14 | 3 | O=C(O)CCCN1C(=O)/C(=C/c2ccc(-c3nc4ccccc4s3)o2)SC1=S
-11 | -2 | CC1(C)CC(=O)C(Sc2nnc(-c3ccc(NS(C)(=O)=O)cc3)n2Cc2ccco2)C(=O)C1
0 | 3 | N#Cc1nc(Cc2cccc3ccccc23)oc1NCC1CCCO1 (configuration not stated)
4 | 2 | COCc1c(C(=O)N2CCN(c3ccc(C(F)(F)F)cn3)CC2)oc2ccccc12
-22 | 10 | Cc1ccc(Cl)cc1N1CCN(C(=O)C2CCN(S(=O)(=O)c3c(C)nn(C)c3C)CC2)CC1
11 | -5 | N=c1nc(SCCC(=O)O)ss1
-9 | 5 | CC(=O)/C(C(=N)N1CCN(C(c2ccccc2)c2ccccc2)CC1)=C(\C)O
-3 | -2 | Cc1cc(Nc2ccccc2)n(-c2ccccc2)n1
-1 | -1 | COc1ccc(OC)c(C(=O)COC(=O)c2cc(C)oc2C)c1
-2 | 0 | N=c1n(CCO)c2ccccc2n1Cc1ccc(Cl)cc1
-8 | 3 | Nc1nc(SCC(=O)NC2CCCCCC2)[nH]c(=O)c1-c1ccccc1
8 | 6 | Cc1cc(OC(C)C(=O)N(Cc2ccco2)C2CCS(=O)(=O)C2)cc(C)c1Cl (configuration not stated)
-10 | -1 | COc1ccc(CN(C(=S)Nc2ccccc2)C2CC(=O)N(c3ccc(Cl)cc3)C2=O)cc1 (configuration not stated)
-1 | -5 | COc1cccc(C2c3c(oc4cc(C)c(C)cc4c3=O)C(=O)N2CCCN(C)C)c1 (configuration not stated)
0 | -3 | CC(C)NC(=O)c1cc(C(=O)c2cc(Cl)ccc2O)coc1=N

Compounds shown so far with two or more sulfur atoms:
PGC1a acetyl inh | PglD DTNB | structure
-1 | 1 | CCOc1cc(/C=N/NS(=O)(=O)c2ccccc2)ccc1OS(=O)(=O)c1ccc(C)cc1
5 | -3 | CCCCC(CC)CN1C(=O)/C(=C/c2ccncc2)SC1=S (configuration not stated)
-10 | -2 | Cc1cccc(NC(=O)CSCc2cc(=O)n3ccsc3n2)c1C
-11 | -5 | C=CCn1c(N)c(C(=O)Nc2ccccc2OC)sc1=S
-2 | -6 | CCOC(=O)c1sc(NS(=O)(=O)c2ccc(NC(C)=O)cc2)nc1C
-17 | 4 | CCOC(=O)c1sc(-c2ccccc2)cc1NC(=O)CSc1nnnn1C
14 | -6 | Cn1c(-c2cc3c(C(F)(F)F)nn(C)c3s2)n[nH]c1=S
-20 | 7 | CC(Sc1nnc(-c2cccs2)n1-c1ccccc1)C(=O)NCc1ccco1 (configuration not stated)
-9 | -11 | CC1CCC(C(C)C)C(OC(=O)CSc2nnc(N)s2)C1 (configuration not stated)
2 | -15 | CN(c1cccc(Cl)c1)S(=O)(=O)c1cccc(C(=O)NC2=NCCS2)c1
6 | 7 | Cc1cc(C)c(S(=O)(=O)Nc2nnc(C)s2)c(C)c1
-14 | 3 | O=C(O)CCCN1C(=O)/C(=C/c2ccc(-c3nc4ccccc4s3)o2)SC1=S
-11 | -2 | CC1(C)CC(=O)C(Sc2nnc(-c3ccc(NS(C)(=O)=O)cc3)n2Cc2ccco2)C(=O)C1
11 | -5 | N=c1nc(SCCC(=O)O)ss1

Screening data from PubChem BioAssay.

These rows are one share of the data. The share of hits here may be higher or lower than overall.
